Compound activity (PubChem)
NPYLR7 ag = mosquito NPYLR7 agonism; HEK293T NPYLR7/Galpha15, GCaMP6s calcium fluorescence; 0.15% of 270,000 active; AID 1259423; activation, % at 10 µM; in the data active = activation above about 40%;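 note: 0% = vehicle and 100% = reference agonist at the receptor; some compounds past the cut are filed as inactive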
hcGAS lum = inhibitors of human cGAS; AID 1259398; recombinant h-cGAS, ATP depletion, Kinase-Glo luminescence; inhibition, % at 12.5 µM; Q8N884; 0.081% of 290,000 active;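 note: 0% = vehicle reaction and 100% = reaction without DNA for no activity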
Target sequence (Q8N884 whole entry, looked up): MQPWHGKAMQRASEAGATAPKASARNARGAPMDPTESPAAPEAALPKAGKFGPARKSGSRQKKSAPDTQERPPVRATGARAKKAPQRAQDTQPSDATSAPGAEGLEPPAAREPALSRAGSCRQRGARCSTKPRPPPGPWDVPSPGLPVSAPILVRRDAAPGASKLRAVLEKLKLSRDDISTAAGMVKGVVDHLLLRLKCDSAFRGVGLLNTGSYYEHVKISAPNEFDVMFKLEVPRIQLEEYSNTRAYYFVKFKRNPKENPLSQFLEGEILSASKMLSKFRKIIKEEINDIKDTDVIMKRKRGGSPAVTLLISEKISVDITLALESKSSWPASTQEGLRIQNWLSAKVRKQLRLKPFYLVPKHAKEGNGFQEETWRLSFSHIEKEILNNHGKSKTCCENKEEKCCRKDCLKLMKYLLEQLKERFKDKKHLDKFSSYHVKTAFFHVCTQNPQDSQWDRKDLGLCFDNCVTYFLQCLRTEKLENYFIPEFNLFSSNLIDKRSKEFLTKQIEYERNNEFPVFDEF
mcGAS inh = mouse cGAS inhibition by luminescence; Q8C6L5; recombinant cGAS, Kinase-Glo ATP depletion luminescence; inhibition, % at 12.5 µM; 0.15% of 160,000 active;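 note: 0% = negative control wells and 100% = reference inhibitor with no enzyme activity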
Numbers without * were called inactive; . = no result given. Cut-off read from the data, not from the text of the source, unless noted: active = inhibition above about 40%; inactive = the rest.

Values in the order – NPYLR7 ag | hcGAS lum | mcGAS inh
> O=C(O)C1CC2(CCNCC2)CN1CCc1ccccc1 (stereo unspecified)
    10 | -4 | .
> COCCCN(Cc1c(-c2cccc(C)c2)noc1N1CCCC1)C(=O)c1ccc(Cl)cc1
    1 | -2 | -2
> CCN(CC)S(=O)(=O)c1cccc(S(=O)(=O)c2ccc(Cl)c(Cl)c2)c1
    -4 | -5 | -2
> Cc1nc(C(C)C)sc1C(=O)N1CCNCC1C(=O)N1CCCC1 (stereo unspecified)
    18 | -7 | .
> O=C(NN1C(=O)C2C3C=CC(C4CC34)C2C1=O)c1ccncc1 (stereo unspecified)
    6 | -2 | -2
> Cc1cccc(-c2nc(C)c(C)c(N3CCNCC3)n2)c1
    -2 | -5 | .
> Cc1cc(OC(C)C(=O)Nc2ccon2)cc(C)c1Cl (stereo unspecified)
    -1 | -11 | -2
> Cc1nn(C2CCCCC2)c2c1C(C1CCC(N)CC1)CC(=O)N2 (stereo unspecified)
    . | -8 | -6
> CC1/C=C/C=C/C=C/C=C/C=C/C=C/C=C/C(O[C@@H]2O[C@H](C)[C@H](O)[C@@H](O)[C@@H]2N)CC(O)C(C(=O)O)C(O)CC(=O)CC(O)CC(O)CC(O)CC(=O)CCCC(=O)CC(=O)OC1C(C)CC(C)C(O)CC(=O)c1ccc(N)cc1 (stereo partly specified)
    1 | -2 | .
> COC(=O)c1cc(-c2nccn2-c2ccc3cn[nH]c3c2)ccc1O
    2 | 0 | 0
> COc1ccc(C2CC(O)(C(C)(C)O)NO2)cc1 (stereo unspecified)
    5 | -1 | -3
> Cc1ccc(C)c(Cn2c(=O)c3c(nc4n(C)c(C)c(C)n34)n(C)c2=O)c1
    2 | -8 | .
> O=C(C1C[C@@H]1c1ccccc1)N(Cc1nc2cc(Cl)ccc2o1)C1CCCC1 (stereo partly specified)
    -3 | 1 | -2
> CCC1(C)NC(=O)N(CC(=O)NC(C)c2c(C)nn(C)c2C)C1=O (stereo unspecified)
    4 | -5 | .
> CCN(Cc1ccc(Cl)s1)C(=O)c1cc(C2CC2)[nH]n1
    -12 | -9 | .
> COc1ccc(OC)c(NC(=O)C2(C)CCN2Cc2ccc(OC)c3ccccc23)c1 (stereo unspecified)
    4 | -3 | .
> CC(=O)Oc1c(-c2ccc(NC(=O)c3cccs3)cc2)c(C(C)C)nn1-c1cccc(C)c1
    20 | 5 | -2
> O=C(CC1CSc2nc3[nH]ncc3c(=O)n21)Nc1ccc(Cl)cc1 (stereo unspecified)
    1 | 0 | .
> OCCN1CCN(c2ncnc3ccc(Br)cc23)CC1
    2 | -8 | -3
> C#CCN(CC=C)C(=O)CCc1nnc(COc2ccccc2)o1
    3 | -1 | .
> COCCCNC(=O)c1nn(-c2cccc(C(F)(F)F)c2)c(=O)n(Cc2ccccc2F)c1=O
    2 | -7 | -8
> Cc1ccc(-n2c(SCC(=O)c3ccccc3)nc3c(c2=O)SC(C)C3)cc1 (stereo unspecified)
    5 | 0 | .
> Cc1cccc(OCCN2CCn3cccc3C2C)c1 (stereo unspecified)
    -2 | 2 | .
> CCC(=O)Nc1ccc(S(=O)(=O)Nc2ccc3c(c2)CCC(=O)N3Cc2ccccc2)c(C)c1
    -8 | 3 | .
> Cc1nc(SCc2ccc(C(=O)O)cc2)nc(N2CCCC2)c1C
    8 | -3 | -5
> COc1ccc(CCN(C)CCCOc2ccc(S(=O)(=O)c3c(C(C)C)c4ccccc4n3C)cc2)cc1OC
    5 | -5 | .
> CCN(Cc1ccc(OC)c(OC)c1)C(=O)C1Cc2ccccc2O1 (stereo unspecified)
    4 | -5 | .
> Cc1cn2c3c(=O)n(CC(=O)C(C)(C)C)c(=O)n(C)c3nc2n1C(C)c1ccccc1 (stereo unspecified)
    -2 | 0 | -6
> CC(C)c1nnc(NC(=O)C(F)(F)F)s1
    2 | 1 | .
> O=[N+]([O-])c1ccc(NN=C2CCc3ccccc32)cc1
    -2 | 11 | .
> CCCCN(C)C(=O)c1sc(=O)n(CC(=O)c2ccc(N3CCCC3)cc2)c1C
    -4 | -6 | .
> O=C1c2ccccc2C(=O)N1CNc1cccc(Cl)c1Cl
    3 | -7 | .
> COc1nc(-c2ccccc2)ccc1-c1noc(-c2cccc(C)c2)n1
    -5 | -5 | -6
> COc1cccc(OC)c1C(=O)Nc1ccc(N2CCC(C)CC2)c(C(=O)NCCc2ccccc2)c1
    22 | -6 | -4
> COCc1ccc(C(=O)Nc2ccc(C)c3cn[nH]c23)cc1
    -1 | -2 | -11
> O=C(CNCCCc1cccnc1)Nc1ccc(Cl)cc1F
    14 | -10 | .
> COC(=O)Cn1c(=NC(=O)CN2C(=O)CCC2=O)sc2cc3c(cc21)OCCO3
    0 | -7 | -7
> Cc1cc(OCC(=O)NNC(=O)c2ccc(F)cc2)cc(C)c1Cl
    -6 | -4 | .
> CC(C)Oc1ccc(-c2cc(C(=O)N/N=C\c3c[nH]c4ccccc34)[nH]n2)cc1
    3 | -2 | -2
> COCCCN(Cc1ccsc1)CC(O)COCC(C)C (stereo unspecified)
    29 | 0 | -3
> COCCNCc1csc(COc2cc(Cl)ccc2Cl)n1
    26 | -2 | .
> Cc1ccc(-c2cc(CN3CCCCC3c3ccccn3)on2)cc1 (stereo unspecified)
    -1 | -1 | -9
> CN1CCCc2cc(C(CNS(=O)(=O)c3cccs3)N3CCCC3)ccc21 (stereo unspecified)
    3 | 3 | -9
> O=S(=O)(NCc1cn2cc(Cl)ccc2n1)N1CCCCC1
    9 | -6 | -7
> Cn1ccnc1CN1CCN(Cc2cc3n(n2)CCNC3)CC1
    1 | -1 | -16
> CN(CCc1ccccn1)C(=O)c1ccc(-c2cc(-c3cccc4ccccc34)[nH]n2)cc1
    -2 | -10 | -9
> COC(=O)c1cn(C(=O)OC)c2ccccc12
    17 | -8 | .
> O=c1[nH]nc(Cc2ccncc2)n1CC1CCCCC1
    13 | -2 | .
> CC(C)C[C@H](NC(=O)C(n1cccc1)C(C)(C)C)C(=O)NCC#N (stereo partly specified)
    6 | -10 | .
> Cc1ccc(NC(=O)N2CCN(C(=O)Cc3ccccn3)CC2)cc1
    11 | -7 | .
> COc1cc(C#N)ccc1OCC(=O)NCC(=O)Nc1ccc(F)c(F)c1
    -2 | 1 | -3
> COCCOc1nc(-c2ccc(F)cc2)n(-c2cccc(NC(=O)CC(C)C)c2)n1
    17 | -7 | -5
> C=CCN(Cc1ccccc1Cl)C(=O)C1(N)CC1
    . | -8 | -11
> COc1ccc(/C=C2/SC(=S)N(CNc3ccc(OC)cc3)C2=O)cc1
    7 | -1 | .
> O=C(c1ccc[nH]1)N(Cc1ccsc1)Cc1ccco1
    0 | -6 | -13
> COC(=O)Cn1c(=O)c2c(nc3n(-c4ccc(Oc5ccccc5)cc4)c(C)c(C)n23)n(C)c1=O
    2 | -3 | -8
> CCOC(=O)c1cnc(-c2ccc(OC)c(OC)c2)nc1NC(CC)COC (stereo unspecified)
    13 | -4 | -3
> COc1cccc(CN2CCC(O)(c3ccc4nc(C)ccc4c3)CC2)c1OC
    8 | -7 | .
> CCN(CC)c1onc(-c2ccccc2)c1CN(CC(O)COc1ccccc1C)CC1CCCO1 (stereo unspecified)
    15 | -5 | -6
> CN(C)Cc1cn([C@H]2CO[C@H]3[C@@H]2OC[C@H]3O)nn1
    -3 | -7 | -7

Some values from the entries so far:
CCN(CC)c1onc(-c2ccccc2)c1CN(CC(O)COc1ccccc1C)CC1CCCO1 (stereo unspecified) in mcGAS inh → -6
CC(C)C[C@H](NC(=O)C(n1cccc1)C(C)(C)C)C(=O)NCC#N (stereo partly specified) in hcGAS lum → -10
COc1cc(C#N)ccc1OCC(=O)NCC(=O)Nc1ccc(F)c(F)c1 in NPYLR7 ag → -2
CN1CCCc2cc(C(CNS(=O)(=O)c3cccs3)N3CCCC3)ccc21 (stereo unspecified) in hcGAS lum → 3
COCCOc1nc(-c2ccc(F)cc2)n(-c2cccc(NC(=O)CC(C)C)c2)n1 in NPYLR7 ag → 17
CN(C)Cc1cn([C@H]2CO[C@H]3[C@@H]2OC[C@H]3O)nn1 in NPYLR7 ag → -3

The list continues:
Values in the order – NPYLR7 ag | hcGAS lum | mcGAS inh
> Cc1ccc2[nH]c3c(c2c1)CN(c1nc(CCN)nc2ccccc12)CC3
    31 | -6 | .
> COC(=O)c1c(CC(=O)O)[nH]c(C(C)=O)c1C
    2 | -6 | .
> COc1ccc(N=Nc2c(-c3ccccc3)[nH]n(-c3ccccc3)c2=O)c([N+](=O)[O-])c1
    -2 | -3 | -3
> COCCCNCc1cccc(NC(=O)c2ccccc2Cl)c1
    7 | -9 | -14
> CCn1c(C2CCN(C(=O)CCCn3cncn3)CC2)nn(C)c1=O
    11 | -6 | .
> CCn1cc(NC(=O)c2cccc(Br)c2)cn1
    3 | -15 | .
> N#Cc1cccc(NC(=O)OCCSc2ncccn2)c1
    -2 | -3 | .
> Cn1cnc2c1c(=O)n(CC(=O)NC1CCCCCCC1)c(=O)n2C
    -2 | -17 | -9
> Cc1cc(C(=O)N2CCN(CC(OCc3ccc(C#N)cc3)c3cccc(N4CCCC4)c3)CC2)cc(Cl)n1 (stereo unspecified)
    4 | -10 | -7
> Cc1ccccc1C(=O)Nc1cc(F)ccc1Sc1nccn1C
    1 | -1 | .
> CCOc1ccccc1C(=O)Nc1ccc(N2CCN(C(=O)NCc3ccc(Cl)cc3)CC2)nc1
    16 | -2 | -3
> Cc1cc(Cl)ccc1S(=O)(=O)NCCCn1cccn1
    1 | -4 | .
> CCN(Cc1ccccc1)C(=O)Nc1c[nH]c2ccccc12
    2 | -6 | -9
> O=c1ccccn1Cc1ccc(NS(=O)(=O)c2ccc(Cl)c(C(F)(F)F)c2)cc1
    18 | -5 | .
> CCn1c(C2CCCN(Cc3ccc(OC)c(C)c3C)C2)nn(C)c1=O (stereo unspecified)
    3 | 3 | .
> Cc1ccc(CNc2cccc(C(=O)N3CCC(C(O)c4nccn4C)CC3)c2)cc1 (stereo unspecified)
    -2 | -2 | -2
> Fc1ccc(C=NNc2nncc3ccccc23)cc1F
    13 | -10 | -9
> CCCCCCNC(=O)CC(c1ccc(OC)cc1OC)c1c[nH]c2c(CC)cccc12 (stereo unspecified)
    . | -2 | -8
> Fc1ccc(-c2csc3ncnc(N4CCN(Cc5csc(-c6ccsc6)n5)CC4)c23)cc1
    15 | -20 | -5
> CCNC(=O)COc1c(C)cc(Br)cc1Cl
    -1 | -1 | .

Part of the list above, with each value named.
CCOc1ccccc1C(=O)Nc1ccc(N2CCN(C(=O)NCc3ccc(Cl)cc3)CC2)nc1
  NPYLR7 ag: 16; hcGAS lum: -2; mcGAS inh: -3
Cc1ccc2[nH]c3c(c2c1)CN(c1nc(CCN)nc2ccccc12)CC3
  NPYLR7 ag: 31; hcGAS lum: -6; mcGAS inh: .
Cc1cc(Cl)ccc1S(=O)(=O)NCCCn1cccn1
  NPYLR7 ag: 1; hcGAS lum: -4; mcGAS inh: .
COC(=O)c1c(CC(=O)O)[nH]c(C(C)=O)c1C
  NPYLR7 ag: 2; hcGAS lum: -6; mcGAS inh: .

Going on with the list:
Values in the order – NPYLR7 ag | hcGAS lum | mcGAS inh
> CC(=O)n1cc(CN2CCC3(CC2)C(=O)N(CCc2ccccc2)C(=O)N3C)c2ccccc21
    17 | -14 | -8
> C=CCOCC1CN(CC2CC2)S(=O)(=O)c2cnccc2O1 (stereo unspecified)
    -3 | -4 | -7
> Cn1ccnc1CC(O)(c1ccccc1)c1ccccc1
    3 | -8 | -6
> Cc1nn(C)c(C)c1CCC(=O)NCc1cnn2ccccc12
    -3 | -8 | -14
> CSc1ccc(OCC(=O)Nc2ccc3c(c2)OCCO3)cc1
    -14 | 0 | .
> Cn1c(SCC(N)=O)nnc1-c1ccc(=O)n(C)c1
    10 | -10 | .
> Cc1cc(C)cc(N2C(=O)C3N=NN(Cc4nc(-c5cccc(Cl)c5)oc4C)C3C2=O)c1 (stereo unspecified)
    8 | 0 | -1
> CC(C)[C@H](NC(=O)c1ccc2ccccc2c1)c1nnc2c(C(F)(F)F)cccn12
    27 | -1 | 1
